Screening results (PubChem BioAssay)
E-selectin induc = E-selectin induction on HUVECs; 0.37% of 260,000 active; activation, % at 7.58 µM; P16581; AID 686992; HUVEC E-selectin immunofluorescence imaging; normalized: neutral wells 0, TNF-alpha wells 100;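 active means mean E-selectin-positive cell signal at least 10% of the positive control, reached in at least 60% of replicates, without over 20% cell loss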;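 further: in these data hits start at about 27%; measured in HUVEC primary endothelial cells; signal is the percent of cells scored E-selectin positive by PE staining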
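Assay system: HUVEC primary endothelial cells. Input: 3,000 HUVEC seeded per well. Doses: one compound dose added by pin transfer. Read-out basis: % PE-positive cells. Benchmarks: TNF-alpha high, DMSO low. Detection: immunofluorescence imaging. Buffer or medium: EGM-2, gelatin.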
PglD inh = PglD (C. jejuni) enzyme inhibition; 0.098% of 360,000 active; purified PglD enzyme, DTNB colorimetric CoA detection; AID 602405; inhibition, % at 12.5 µM; in the data active means inhibition above about 16%, passing the limit was not always enough; further: strong numbers were not always called active
ERp5 block = blocks human ERp5 reductase activity on insulin; Q15084; 0.05% of 350,000 active; AID 651711; ERp5 insulin aggregation, absorbance 650 nm, 90 min; inhibition, % at 9.99 µM;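 active means mean replicate inhibition above about 25%, with every replicate also reaching it, limit read from the data, passing the limit was not always enough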
Target sequence (Q15084 whole entry, looked up): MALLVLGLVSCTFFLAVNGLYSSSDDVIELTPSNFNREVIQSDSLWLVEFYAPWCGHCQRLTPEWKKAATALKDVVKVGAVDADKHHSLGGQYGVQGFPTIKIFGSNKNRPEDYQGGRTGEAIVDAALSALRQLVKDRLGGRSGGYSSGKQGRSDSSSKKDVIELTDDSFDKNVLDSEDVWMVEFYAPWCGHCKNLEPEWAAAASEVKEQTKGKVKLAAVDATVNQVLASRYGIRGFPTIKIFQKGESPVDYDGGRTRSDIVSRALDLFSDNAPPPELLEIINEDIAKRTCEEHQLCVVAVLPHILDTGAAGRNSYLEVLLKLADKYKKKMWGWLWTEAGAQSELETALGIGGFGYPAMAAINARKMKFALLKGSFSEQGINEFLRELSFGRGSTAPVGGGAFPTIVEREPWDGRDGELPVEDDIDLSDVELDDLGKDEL
esBAF inh = blocks esBAF chromatin remodeling in mouse ES cells; Bmi1-luciferase knock-in reporter, 24 h; 100% = twice the neutral-well signal; reporter increase, % at 12.5 µM; 2% of 350,000 active; AID 602393; in the data active means activation above about 40%;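 further: 0% = median of the plate's neutral control wells and 100% = double that signal; a rise in the Bmi1 reporter signal indicates esBAF inhibition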
RAD52 anneal inh = inhibitors of human RAD52 DNA annealing; recombinant RAD52 DNA annealing, FRET fluorescence; 0.46% of 360,000 active; AID 651710; inhibition, % at 18.7 µM;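 active means every replicate showing at least 50% inhibition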
Target sequence (P43351 whole entry, looked up): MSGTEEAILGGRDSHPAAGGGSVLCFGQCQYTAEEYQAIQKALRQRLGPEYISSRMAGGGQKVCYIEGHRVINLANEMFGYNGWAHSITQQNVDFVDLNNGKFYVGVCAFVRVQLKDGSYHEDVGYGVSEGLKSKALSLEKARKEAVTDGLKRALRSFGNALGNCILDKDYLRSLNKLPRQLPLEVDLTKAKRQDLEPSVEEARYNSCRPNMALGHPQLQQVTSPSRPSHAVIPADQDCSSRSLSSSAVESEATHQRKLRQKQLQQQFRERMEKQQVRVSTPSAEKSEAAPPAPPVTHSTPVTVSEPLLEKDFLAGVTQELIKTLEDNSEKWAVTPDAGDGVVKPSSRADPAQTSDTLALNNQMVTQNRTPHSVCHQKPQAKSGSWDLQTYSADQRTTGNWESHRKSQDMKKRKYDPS
ARNT-TACC3 inh = ARNT/TACC3 interaction disruption; AlphaScreen His-ARNT PAS-B/GST-TACC3 binding, luminescence; TACC3 fragment carries E629A point mutation; Q9Y6A5; AID 623870; 0.66% of 390,000 active; inhibition, % at 9.99 µM;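 active means mean inhibition of replicates at least 50% and at least half of replicates each reaching 50%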;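 further: 0% = complete ARNT plus TACC3 wells and 100% = ARNT alone without TACC3; many hits fall short of the cut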
RAD54 inh = blocks human RAD54 Holliday junction branch migration | Q92698 | FAM/BHQ fluorescence | inhibition, % at 10.4 µM | 0.14% of 360,000 active;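 active means mean normalized replicate activity at least 40 and at least half of replicates scoring 40 or more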;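 further: 0% = median of neutral control wells and 100% = median of positive control wells; inhibitors cause a drop in the FAM fluorescence signal; in these data hits start at about 50%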
Casp6 inh = blocks human caspase-6 cleavage activity. P55212. purified caspase-6, Z-VEID-R110 cleavage fluorescence. inhibition, % at 12.5 µM. 0.53% of 350,000 active;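 active means mean inhibition across replicates at least about 35%, with every replicate also reaching that limit, limit read from the data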;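 further: 0% = median of neutral control wells and 100% = no fluorescence left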
Active calls of the source: *; · = not tested or not shown.

[1] CCOC(=O)NC(NCC(O)c1ccccc1)(C(F)(F)F)C(F)(F)F (centres undefined)
[2] C=CCN1CC(=O)N2C(c3ccccc3)c3[nH]c4ccccc4c3C[C@H]2C1=O (some centres undefined)
[3] CCOCCCn1c(SCC(=O)NCc2ccco2)nc2c(sc3ccccc32)c1=O
[4] CC(C)NC(=O)Nc1ccc2c(c1)C(=O)N([C@@H](C)CO)C[C@H](C)[C@@H](CN(C)S(=O)(=O)c1ccc(F)cc1)OCCCC[C@H](C)O2
[5] C[C@@H]1CCCCO[C@@H](CN(C)C(=O)CCCN(C)C)[C@H](C)CN([C@@H](C)CO)C(=O)c2cc(NS(=O)(=O)c3cccs3)ccc2O1
[6] N#CCNc1ccc([N+](=O)[O-])cc1C#N
[7] Nc1cc(-c2ccccc2)ccc1O
[8] CCc1sc(C(=O)NCc2ccco2)cc1C

| entry no. | 1 | 2 | 3 | 4 | 5 | 6 | 7 | 8 |
| --- | --- | --- | --- | --- | --- | --- | --- | --- |
| ERp5 block | · | -4 | -1 | 1 | -2 | 1 | · | 0 |
| Casp6 inh | · | 1 | 1 | -1 | -8 | 0 | · | 8 |
| RAD52 anneal inh | · | -9 | -4 | 3 | 8 | 1 | · | -5 |
| RAD54 inh | -6 | 0 | 5 | -4 | 5 | · | -13 | -2 |
| ARNT-TACC3 inh | -3 | -6 | 0 | -3 | 4 | 1 | -3 | -3 |
| PglD inh | -7 | -2 | 1 | -4 | -1 | · | -1 | -2 |
| E-selectin induc | · | 0.0 | · | -0.1 | -0.2 | -0.1 | · | · |
| esBAF inh | 0 | -2 | -7 | -4 | 5 | -6 | 28 | 8 |

[9] Cc1cc(C(=O)N2CCCC(N3CCN(c4cccc(C(F)(F)F)c4)CC3)C2)c(C)o1 (centres undefined)
[10] C[C@H]1CN([C@@H](C)CO)C(=O)c2cccc(NS(=O)(=O)c3ccc(Cl)cc3)c2O[C@@H]1CN(C)S(=O)(=O)c1ccc(F)cc1
[11] CCCN1CCC(=O)N([C@H](COc2ccccc2)Cc2ccccc2)CC1
[12] C[C@@H]1CN([C@H](C)CO)C(=O)c2cc(NC(=O)Nc3ccc4c(c3)OCO4)ccc2O[C@@H](C)CCCCO[C@@H]1CN(C)Cc1ccccc1
[13] CCOc1ccc(N2C(=O)/C(=C/c3cccs3)N(CC(=O)OC)C2=S)cc1
[14] Cc1cccc2sc(NC(=O)C3CC3)nc12
[15] CCC(=O)N1[C@H](CO)[C@@H](c2ccccc2)[C@@H]1CN(CC)C(=O)c1ccc(F)cc1
[16] Cc1ccccc1S(=O)(=O)N1C[C@@H](O)COC[C@@H]2O[C@@H](CC(=O)N3CCCCC3)CC[C@H]21

| entry no. | 9 | 10 | 11 | 12 | 13 | 14 | 15 | 16 |
| --- | --- | --- | --- | --- | --- | --- | --- | --- |
| ERp5 block | -3 | · | -3 | 1 | · | 2 | 12 | 0 |
| Casp6 inh | 0 | · | · | 2 | · | 1 | 0 | 1 |
| RAD52 anneal inh | -5 | · | -13 | -6 | · | -4 | -21 | -6 |
| RAD54 inh | 10 | -11 | 5 | 2 | -1 | -10 | -5 | 2 |
| ARNT-TACC3 inh | 0 | 4 | -9 | 24 | 0 | -1 | 4 | -4 |
| PglD inh | 9 | 2 | 8 | -1 | 0 | -3 | -4 | 0 |
| E-selectin induc | -0.7 | -0.3 | 0.1 | -0.1 | · | · | 0.2 | 0.1 |
| esBAF inh | -5 | 2 | -7 | 4 | 8 | 8 | 1 | -4 |

[17] CN(C)c1ccc2c(c1)[C@H]1C[C@H](CC(=O)NCCc3ccccc3)O[C@H](CO)[C@H]1O2
[18] CCCNC(=O)c1cc(C2CCCN(C(=O)c3ccc(OC)cc3)C2)on1 (centres undefined)
[19] O=C(CCNS(=O)(=O)c1cccc2nonc12)NC1CCCCC1
[20] C=CCNC(=O)/C=C/c1c(F)cccc1Cl
[21] CN1C(=O)c2ccc(NC(=O)CCS(=O)(=O)c3ccccc3)cc2C1=O
[22] CCOc1cc(Br)c(CC(=O)NC2CCCCCC2)cc1OCC
[23] O=C(C[C@H]1C=C[C@@H](NS(=O)(=O)c2ccccc2)[C@@H](CO)O1)NCCN1CCCCC1
[24] O=C(NCC1CC1)[C@@H]1C[C@H]1[C@@H](NP(=O)(c1ccccc1)c1ccccc1)c1ccccc1

| entry no. | 17 | 18 | 19 | 20 | 21 | 22 | 23 | 24 |
| --- | --- | --- | --- | --- | --- | --- | --- | --- |
| ERp5 block | 2 | 2 | 7 | -1 | -12 | 3 | -4 | -6 |
| Casp6 inh | 0 | -3 | 0 | 2 | 1 | -1 | -16 | 1 |
| RAD52 anneal inh | -88 | -1 | -15 | -11 | -15 | -18 | 4 | -15 |
| RAD54 inh | -9 | 3 | · | · | · | 9 | 7 | -9 |
| ARNT-TACC3 inh | 27 | · | -11 | -11 | 1 | -4 | · | -2 |
| PglD inh | 4 | 2 | · | · | · | -2 | -1 | 5 |
| E-selectin induc | 0.1 | 1.0 | · | · | · | · | -0.2 | -0.3 |
| esBAF inh | 4 | -2 | · | · | · | 9 | -2 | 2 |

[25] CC(C(=O)Nc1ccc(O)cc1C(=O)O)N1C(=O)/C(=C\c2cccs2)SC1=S (centres undefined)
[26] O=C(COC(=O)C1CC(=O)N(Cc2ccccc2)C1)Nc1ccc(Cl)cc1F (centres undefined)
[27] COc1ccccc1/C=N/OC(=O)c1ccc(F)cc1
[28] O=C(NCC[C@@H]1CC[C@H](NS(=O)(=O)c2cccc(F)c2)[C@H](CO)O1)Nc1cc(F)ccc1F
[29] Cc1cccc(Nc2nc3c(s2)CCCC3)c1
[30] O=C(C[C@H]1C[C@@H]2c3cc(NC(=O)C4CCC4)ccc3O[C@@H]2[C@@H](CO)O1)NCc1cc(F)ccc1F
[31] N#Cc1ccc(-c2ccc([C@H]3[C@H](CO)N4CCCCN(S(=O)(=O)c5ccccc5)C[C@@H]34)cc2)cc1
[32] CCc1ccccc1NC(=S)N1CCN(c2cccc(OC)c2)CC1

| entry no. | 25 | 26 | 27 | 28 | 29 | 30 | 31 | 32 |
| --- | --- | --- | --- | --- | --- | --- | --- | --- |
| ERp5 block | -2 | -2 | -1 | 7 | · | -3 | 4 | 4 |
| Casp6 inh | 46* | -4 | 7 | 2 | · | 3 | -2 | 0 |
| RAD52 anneal inh | -33 | -10 | -8 | 6 | · | 17 | -29 | -13 |
| RAD54 inh | 3 | · | -3 | -18 | 9 | 3 | -7 | 10 |
| ARNT-TACC3 inh | 19 | 0 | 4 | -14 | 4 | -8 | -8 | 0 |
| PglD inh | 0 | · | 6 | 0 | 2 | 2 | 4 | 0 |
| E-selectin induc | · | 11 | 0.0 | -0.1 | -2.2 | -0.2 | 0.2 | 0.0 |
| esBAF inh | -6 | · | -5 | 7 | · | 3 | · | -5 |

Exported bar-delimited: part of the list above.
no. | Molecule | ERp5 block | Casp6 inh | RAD52 anneal inh | RAD54 inh | ARNT-TACC3 inh | PglD inh | E-selectin induc | esBAF inh
17 | CN(C)c1ccc2c(c1)[C@H]1C[C@H](CC(=O)NCCc3ccccc3)O[C@H](CO)[C@H]1O2 | 2 | 0 | -88 | -9 | 27 | 4 | 0.1 | 4
18 | CCCNC(=O)c1cc(C2CCCN(C(=O)c3ccc(OC)cc3)C2)on1 (centres undefined) | 2 | -3 | -1 | 3 | · | 2 | 1.0 | -2
19 | O=C(CCNS(=O)(=O)c1cccc2nonc12)NC1CCCCC1 | 7 | 0 | -15 | · | -11 | · | · | ·
20 | C=CCNC(=O)/C=C/c1c(F)cccc1Cl | -1 | 2 | -11 | · | -11 | · | · | ·
21 | CN1C(=O)c2ccc(NC(=O)CCS(=O)(=O)c3ccccc3)cc2C1=O | -12 | 1 | -15 | · | 1 | · | · | ·
22 | CCOc1cc(Br)c(CC(=O)NC2CCCCCC2)cc1OCC | 3 | -1 | -18 | 9 | -4 | -2 | · | 9
23 | O=C(C[C@H]1C=C[C@@H](NS(=O)(=O)c2ccccc2)[C@@H](CO)O1)NCCN1CCCCC1 | -4 | -16 | 4 | 7 | · | -1 | -0.2 | -2
24 | O=C(NCC1CC1)[C@@H]1C[C@H]1[C@@H](NP(=O)(c1ccccc1)c1ccccc1)c1ccccc1 | -6 | 1 | -15 | -9 | -2 | 5 | -0.3 | 2
25 | CC(C(=O)Nc1ccc(O)cc1C(=O)O)N1C(=O)/C(=C\c2cccs2)SC1=S (centres undefined) | -2 | 46* | -33 | 3 | 19 | 0 | · | -6
26 | O=C(COC(=O)C1CC(=O)N(Cc2ccccc2)C1)Nc1ccc(Cl)cc1F (centres undefined) | -2 | -4 | -10 | · | 0 | · | 11 | ·
27 | COc1ccccc1/C=N/OC(=O)c1ccc(F)cc1 | -1 | 7 | -8 | -3 | 4 | 6 | 0.0 | -5
28 | O=C(NCC[C@@H]1CC[C@H](NS(=O)(=O)c2cccc(F)c2)[C@H](CO)O1)Nc1cc(F)ccc1F | 7 | 2 | 6 | -18 | -14 | 0 | -0.1 | 7
29 | Cc1cccc(Nc2nc3c(s2)CCCC3)c1 | · | · | · | 9 | 4 | 2 | -2.2 | ·
